# SNCA expr inhib = SNCA gene expression inhibition | Potency, µM (doses to about 57.2 µM), inactives show at the top dose activity change, negative = inhibition, usual class: inhibitors | 140,000 tested, 0.17% active | HEK-293 SNCA-luciferase knock-in, luminescence, 24 h;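 note: potency is the fitted concentration of half-maximal effect; plate controls were DMSO cells for no effect and cell-free wells for full effect; nearly all actives have a fitted effect of over 45% in size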
# HEK cytotox = kills HEK 293 cells. 94,000 tested, 6.6% active. AID 1345083. Potency, µM (top dose mostly 115 µM), for inactives: at the top dose activity change, negative = cytotoxicity, usual class: inhibitors. HEK 293 viability, ATP luminescence (CellTiter-Glo), 48-72 h; note: potency is the fitted concentration of half-maximal effect; nearly all actives have a fitted effect of over 60% in size
#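 Cells seeded first (HEK 293, 250 cells/well), then compound added by pintool. Incubation ran 48 or 72 hr at 37 degree Celsius. CellTiter-Glo was added and luminescence imaged after 10 min at room temperature.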
# GPT2 inh = inhibitors of human GPT2 alanine aminotransferase; 100,000 tested, 0.25% active; Potency, µM (highest dose often 57.7 µM), inactives show top-dose activity change, negative = inhibition, usual class: inhibitors; Q8TD30; Recombinant GPT2, coupled pyruvate oxidase/HRP Amplex Red fluorescence; note: potency is the fitted concentration of half-maximal effect; nearly all actives have a fitted effect of over 60% in size; many of its hits are not listed in these tables
#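 Recombinant GPT2 (10ng/uL) with 250uM a-KG and 2mM L-alanine, 30 min at room temperature, in HEPES pH 7.5 buffer. Pyruvate detected by pyruvate oxidase/HRP/Amplex Red fluorescence after 30 min in the dark; AOA (50uM) as positive control.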
# Luciferase inh = blocks purified firefly luciferase enzyme activity | purified P. pyralis luciferase, luminescence, biochemical | Potency, µM (series often up to 115 µM), without a hit: at the highest dose activity change, negative = inhibition, actives largely listed as inhibitors | 76,000 tested, 2.5% active | AID 1347043; note: potency is the fitted concentration of half-maximal effect; nearly all actives have a fitted effect of over 65% in size
# Target sequence (P08659 whole entry, looked up): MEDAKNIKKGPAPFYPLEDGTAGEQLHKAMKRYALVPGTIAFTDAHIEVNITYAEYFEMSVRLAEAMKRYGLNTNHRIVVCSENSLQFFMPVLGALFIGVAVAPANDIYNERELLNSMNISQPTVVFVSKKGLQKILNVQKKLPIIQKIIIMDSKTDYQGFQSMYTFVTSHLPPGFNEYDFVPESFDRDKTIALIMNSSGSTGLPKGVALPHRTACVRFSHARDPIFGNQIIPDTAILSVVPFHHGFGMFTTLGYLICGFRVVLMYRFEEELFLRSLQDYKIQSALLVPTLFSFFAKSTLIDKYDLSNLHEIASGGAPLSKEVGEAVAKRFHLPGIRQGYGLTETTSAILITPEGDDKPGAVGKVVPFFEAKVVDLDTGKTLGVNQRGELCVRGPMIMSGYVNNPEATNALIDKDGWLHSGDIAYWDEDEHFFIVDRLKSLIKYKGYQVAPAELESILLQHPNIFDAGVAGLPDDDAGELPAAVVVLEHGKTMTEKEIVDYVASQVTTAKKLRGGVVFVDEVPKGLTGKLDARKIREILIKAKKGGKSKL
#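 Inhibitors were tested against purified firefly luciferase in a biochemical, low-substrate format (both substrates at 10uM) and luminescence measured with a CCD imager.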
# 3T3 cytotox = cytotoxic compounds in NIH 3T3 cells | NIH 3T3 viability, CellTiter-Glo ATP luminescence, 48-72 h | Potency, µM (top dose mostly 96.7 µM), for inactives: at the top dose activity change, negative = cytotoxicity, actives largely listed as inhibitors | 94,000 tested, 4.3% active; note: potency is the fitted concentration of half-maximal effect; nearly all actives have a fitted effect of over 55% in size
#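 Mouse fibroblast NIH 3T3 cells, 400 per well, received compound via pintool and were incubated for 48 or 72 hr prior to CellTiter-Glo ATP luminescence measurement.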
# HEK293 viab = reduces viability of HEK-293 SNCA reporter cells | AID 1671193 | Potency, µM (series often up to 57.1 µM), inactives show top-dose activity change, negative = cytotoxicity, actives largely listed as cytotoxic | 150,000 tested, 0.12% active | HEK-293-SNCA-luc viability, GF-AFC fluorescence, 24 h;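 note: potency is the fitted concentration of half-maximal effect; 0% = DMSO-treated cells and -100% = medium-only wells without cells; nearly all actives have a fitted effect of over 30% in size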
#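 HEK-293-SNCA-luc cells (1500/well) plated 24 h, then exposed 24 h to a dilution series; GF-AFC added 30 min at 37C, fluorescence 405/540 nm; normalised to medium-only and DMSO wells, Hill fit.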
# IP6K1 inh = IP6K1 kinase inhibition; activity change, % (series mostly up to about 58 µM); Q92551; AID 1645851; 140,000 tested, 0.81% active; IP6K1 kinase, ADP-Glo luminescence, 2 h; hits give low values; in the data active = activity change below about -25%
# Target sequence (Q92551 whole entry, looked up): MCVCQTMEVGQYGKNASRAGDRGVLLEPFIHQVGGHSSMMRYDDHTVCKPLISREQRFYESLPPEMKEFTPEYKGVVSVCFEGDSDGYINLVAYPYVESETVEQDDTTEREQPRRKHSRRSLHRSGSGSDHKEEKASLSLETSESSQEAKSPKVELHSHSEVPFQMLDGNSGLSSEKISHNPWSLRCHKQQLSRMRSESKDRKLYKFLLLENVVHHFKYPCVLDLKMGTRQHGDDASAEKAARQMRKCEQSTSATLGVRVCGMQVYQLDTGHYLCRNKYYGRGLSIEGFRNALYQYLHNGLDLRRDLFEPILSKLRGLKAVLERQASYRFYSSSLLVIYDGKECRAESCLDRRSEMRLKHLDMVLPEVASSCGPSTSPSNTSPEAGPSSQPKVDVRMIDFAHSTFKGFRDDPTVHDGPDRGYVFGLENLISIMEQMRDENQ
#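 ADP-Glo luminescence measures ADP made by human IP6K1 during a 2 h RT reaction with ATP/IP6 (mix at 1.3 mM/130 uM); top library doses 57.5 and 19.1 uM final.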
# An asterisk follows results filed as active; i = inactive; ? = inconclusive; nt = not tested or not shown; [ ] = another dose, or the depositor's remark. Unless noted, calls come from the whole dose curve; as a rule, active = well fitted curve in the direction sought with a large enough effect; inconclusive = small, poorly fitted or top-dose-only effect, or another doubt; inactive = no such curve, though single readings can be large; an effect the other way counts as inactive or inconclusive. Unless noted, % is set by controls: 0 for no effect and ±100 for the full control effect. A portion of the library. The share of hits here may be higher or lower than overall.
SMILES,SNCA expr inhib,HEK cytotox,GPT2 inh,Luciferase inh,3T3 cytotox,HEK293 viab,IP6K1 inh
COc1ccc(-c2noc(-c3nnn4c3COC(c3ccc(C)cc3C)C4)n2)cc1OC (stereo unspecified),-22%,6%,-2%,10%,i,13%,7
O=C(Cc1ccccc1)N1CCC2(CC1)CC(N(Cc1ccc(F)cc1)C1CC1)CCO2 (stereo unspecified),0%,?,i,8%,?,5%,-23
O=C(Nc1ccc(Br)cc1)c1cc(S(=O)(=O)N2CCc3ccccc32)ccc1F,-3%,nt,nt,nt,nt,16%,-15
CCCOc1cc(C)c2c(c1C)C[C@H](C(C)C(=O)N1CCOCC1)CC2 (stereo partly specified),-11%[87.6 µM],?,-11%[88.5 µM],2%[172 µM],-18%[174 µM],3%[87.6 µM],0
CC1=C(C(N)=O)C(c2ccc(F)cc2)n2nc(-c3ccc(N(C)C)cc3)nc2N1 (stereo unspecified),10%,nt,nt,nt,nt,-1%,2
Cc1cc(C)cc(OCc2cc(=O)n3c(-c4ccccc4)csc3n2)c1,-14%,nt,nt,nt,nt,16%,-4
CCNC(=O)CN1C(=O)NC(CCc2ccccc2)(C2CCNCC2)C1=O (stereo unspecified),-7%,-19%,?,2%,-17%,11%,13
O=C(c1cc2sccc2[nH]1)N1CC2CC(C1)[C@@H]1CCCC(=O)N1C2 (stereo partly specified),-10%,-9%,i,1%,-1%,-8%,1
O=C1Nc2ccccc2CC12CCCN2CC1CC1 (stereo unspecified),-26%[87.6 µM],0%[172 µM],i,nt,2%[138 µM],-4%[87.6 µM],7
O=C(c1ccoc1)N1CCC2(CC1)NC(=O)N(c1ccccc1Cl)N2,0%,?,?,25%,?,-12%,7
CSc1ccc(CNC(=O)c2noc(-c3ccc(F)cc3)n2)cc1,8%,-27%,?,28µM*,?,-9%,-11
O=C(NCCCCN1CCOCC1)c1cc2ccccc2o1,-4%,nt,i,nt,nt,13%,nt

# By substructure: the entries above with sulfur (4)
SMILES,SNCA expr inhib,HEK cytotox,GPT2 inh,Luciferase inh,3T3 cytotox,HEK293 viab,IP6K1 inh
O=C(Nc1ccc(Br)cc1)c1cc(S(=O)(=O)N2CCc3ccccc32)ccc1F,-3%,nt,nt,nt,nt,16%,-15
Cc1cc(C)cc(OCc2cc(=O)n3c(-c4ccccc4)csc3n2)c1,-14%,nt,nt,nt,nt,16%,-4
O=C(c1cc2sccc2[nH]1)N1CC2CC(C1)[C@@H]1CCCC(=O)N1C2 (stereo partly specified),-10%,-9%,i,1%,-1%,-8%,1
CSc1ccc(CNC(=O)c2noc(-c3ccc(F)cc3)n2)cc1,8%,-27%,?,28µM*,?,-9%,-11

# More entries:
SMILES,SNCA expr inhib,HEK cytotox,GPT2 inh,Luciferase inh,3T3 cytotox,HEK293 viab,IP6K1 inh
CCOC(=O)c1ccc(NC(=O)CSc2ccc3ccccc3n2)cc1,79%[activator],nt,nt,nt,nt,-2%,6
O=C(NCc1ccccn1)C1c2ccccc2C(=O)N(C2CCCC2)C12CCCCC2 (stereo unspecified),12%,?,i,0%,?,-11%,-2
O=S(=O)(c1ccccc1)N1CCC(c2nc(CCOCC3CC3)no2)C1 (stereo unspecified),?,i,1%,-12%,?,-2%[12.5 µM],5
COc1cc2c(cc1OC(C)C)[C@H](c1ccc(Cl)cc1)N(c1ccc(N(C)CC3CCC(N4CCN(C)C(=O)C4)CC3)cc1)C(=O)C2 (stereo partly specified),nt,nt,0%,nt,nt,?,-11
CCc1ccccc1NC(=O)Cn1c(-c2ccc(F)cc2)nc(C)cc1=O,10%,-2%,-6%,1%,-21%,0%,1
CC(C)CCNC(=O)c1ccc2nc(CCc3ccccc3)oc2c1,24%,nt,nt,nt,nt,7%,-1
CN(C)c1cc(=O)c2ccnc(-c3cccc(CO)c3)c2o1,-20%[87.6 µM],i,i,-4%[230 µM],?,-2%[87.6 µM],-25*
O=C(NC1CC1)C1(c2ccc(Cl)cc2)CCOCC1,27%[87.6 µM],-1%[172 µM],4%[88.5 µM],nt,-4%[138 µM],-1%[87.6 µM],-11
NC(=O)[C@H](CCC(=O)O)NC(=O)C1=C[C@@H](NC(=O)CC2(CC(=O)O)CCCC2)[C@@H](O)[C@H](O)C1,-2%,-4%,-24%,4%,0%,6%,6
CC(C)c1ccc(C(=O)N[C@H](C2CCNCC2)C2CC(O)C2)c(=O)n1C (stereo partly specified),?,2%,2%,7%,-15%,-4%,-2
Cc1noc(-c2ccc(OC3CN(C(=O)c4ccoc4)C3)cc2)n1,0%,-12%,i,13%,-16%,4%,-5
COc1ccc(Br)cc1CNC(=O)c1cc(=O)[nH]c2ccc(S(=O)(=O)N3CCCCC3)cc12,-8%,nt,nt,nt,nt,3%,-5
CCCNC(=O)Cc1csc2nc(C)c(-c3cc(C)n(-c4cc(Cl)ccc4C)n3)c(=O)n12,12%,-24%,i,-6%,-31%,-1%,15
COc1ccc(NC(=O)Cc2c(C(=O)O)[nH]c3ccccc23)cc1OC,-26%,nt,nt,nt,nt,3%,-8
NC(=O)c1cccc(CN2CCCC3(Cc4ccccc4N(C(=O)c4ccc(Cl)cc4)C3)C2)c1 (stereo unspecified),?,?,3%,nt,?,-21%,-3
CSc1ccc(-c2nc3c(C)cccn3c2Nc2ccc3c(c2)OCCO3)cc1,?,nt,nt,nt,nt,?,-12
COc1ccc(C(=O)Nc2ccc(-c3noc([C@@H]4CCCN4Cc4ccco4)n3)cn2)cc1,-14%,?,0%,-12%,?,-18%,11
COc1cccc(CNC(=O)c2c(C)oc3ncnc(N4CCOCC4)c23)c1,-21%,nt,nt,nt,nt,0%,-3
O=C(C1NCCc2[nH]cnc21)N1CCc2nnc(-c3ccccc3)n2CC1 (stereo unspecified),-17%,i,i,-8%,i,-5%,8
CC(C)CNC(=O)N1CCC2(CC1)N(Cc1cccc(F)c1)C(=O)CS2=O (stereo unspecified),24%,i,1%,8%,5%,-7%,-5
COc1ccc(NC(=O)CSc2ccc(-c3cccs3)nn2)cc1,77%[activator],nt,nt,nt,nt,22%,26
O=C(c1cnc2c(c1)N(C(=O)CCc1ccccc1)CCC2)N1CCC(c2ccccc2)CC1,20%,79µM*,-5%,2%,?,-14%,15
CCn1cc(/C=C(\NC(=O)c2ccc(C)cc2)C(=O)NCCCn2ccnc2)c2ccccc21,-15%,nt,nt,nt,nt,-25%,24
COc1cc(NC(=O)CN2CCN(c3ccc(F)cc3)CC2)cc(OC)c1,12%,nt,nt,nt,nt,6%,13
O=C(Cn1nc2c(cc1=O)CCCCC2)NC1CCCC1,106%[activator],1%,i,?,i,0%,10
CC(=O)N1C[C@@H]2CCCN3CCC[C@@H]([C@H]23)[C@H]1CCCC(=O)NCCN1CCCCC1,-8%,1%,-8%,6%,i,17%,-7
CC(C)(C)NC(=O)N1CCC(OC2CCN(S(C)(=O)=O)CC2)CC1,-11%,-5%,-14%,7%,0%,5%,11
CN(C)c1ccc(C(CNS(=O)(=O)c2ccc(Br)cc2)N2CCOCC2)cc1 (stereo unspecified),7%,nt,nt,nt,nt,7%,6
COCc1noc([C@@H]2CC(F)(F)CN2C(=O)COc2ccccc2)n1,2%,1%,i,-2%,-4%,0%,31
COc1ccc(CCC(=O)N2CCCC2c2nc(C3CCOCC3)no2)cc1 (stereo unspecified),-20%,-3%,i,-7%,-4%,-5%,4
COc1ccc(CCNS(=O)(=O)c2ccc(F)c(C(=O)Nc3ccc(Cl)cc3)c2)cc1OC,-22%,nt,nt,nt,nt,-6%,-1
C[C@]1(CO)[C@H]2Cc3sc(NC(=O)c4ccco4)nc3[C@@H](CC(=O)O)[C@]2(C)CC[C@H]1O,-19%[87.6 µM],-3%[172 µM],-2%[88.5 µM],1%[172 µM],0%[138 µM],-3%[87.6 µM],-8
CCOC(=O)c1sc2ccccc2c1S(=O)(=O)N1CCN(c2ccccc2)CC1,10%,nt,nt,nt,nt,?,3
COc1ccc(-c2ccc(NC(=O)c3ccccc3Cl)cc2)nn1,nt,?,nt,nt,-18%,nt,-1
CNC(=O)[C@@H](C1CC1)N1CCC[C@H]1C(=O)NC(C)(C)C,-21%[87.6 µM],i,-8%[88.5 µM],-3%[230 µM],4%[174 µM],5%[87.6 µM],-6
COc1ccc(S(=O)(=O)N2Cc3ccccc3CC2C(=O)Nc2cccc(C)c2)cc1OC (stereo unspecified),3%,nt,nt,nt,nt,5%,-17
CCc1nc(NC(=O)C2c3ccccc3C(=O)N(CCOC)C23CCCC3)sc1C (stereo unspecified),12%,-28%,-26%,0%,?,3%,14
COc1ccc(OCc2nc(C)c(CCO)c(=O)n2CC(=O)Nc2ccc(C)cc2C)cc1,-3%,?,-7%,4%,?,1%,-3
COC(=O)C1CCN(C(=O)CC[C@H]2CNC(=O)[C@@H]3[C@@H](CCN3Cc3ccc(OC)cc3)N2C)CC1,2%,-13%,-16%,-5%,-15%,21%,-3
O=C(NCc1cccc(Cl)c1)c1nc2sccn2c1-c1ccncc1,7%,?,i,nt,?,-6%,5
CC(=O)Nc1cccc(-c2ccc3c(n2)c(=O)ncn3Cc2ccccc2)c1,-6%[87.6 µM],-6%[172 µM],2%[88.5 µM],-2%[172 µM],?,5%[87.6 µM],10
O=C1CCCCCN1C1CCN(Cc2ccc(C(F)(F)F)cc2)CC1,-17%,32µM*,-28%,0%,?,-13%,18
C=CCNC(=O)N[C@H]1C[C@@H](C(=O)N[C@@H](Cc2ccc(OC)cc2)C(N)=O)N(C(=O)CC(C)(C)C)C1,-17%,-8%,3%,-8%,-12%,-8%,-8
COc1ccc(C)cc1Nc1ncnc2c1c(-c1ccccc1)cn2-c1ccc(C)cc1,-8%,nt,nt,nt,nt,16%,6
CCN(C1CCOCC1)C1CN(C(=O)C2CCCO2)C1 (stereo unspecified),?,5%,-7%,0%,i,11%,-11
OC[C@@H]1CN(C2CCCC2)C[C@H]1c1nc(-c2ccncc2)no1,115%[activator],i,i,25µM*,-12%,-3%,-8
COCCNC(=O)C1CN(c2ccc(F)cc2)C(=O)N1 (stereo unspecified),9%[87.6 µM],0%[172 µM],4%[88.5 µM],-2%[172 µM],-5%[138 µM],8%[87.6 µM],8
CCN1c2cc(C(=O)Nc3ccc(OC)c(Cl)c3)ccc2C(=O)N2CCCC21 (stereo unspecified),40%[activator],?,i,-5%,-23%,-10%[12.5 µM],-9
COc1ccc(NC(=O)[C@@H]2C[C@@H](c3ccc(F)cc3)N(Cc3ccccc3)C2)cc1,-10%[87.6 µM],?,-14%[88.5 µM],-4%[172 µM],-16%[138 µM],6%[87.6 µM],7
COc1ccccc1Cn1c(=O)c(C(=O)NCc2cccs2)nc2cccnc21,-6%,?,i,nt,?,-15%,14
COCCCn1c(C)cc(C(=O)N[C@@H]2CN(C)C[C@H]2CN(C)C)c1C,-3%,3%,i,-2%,0%,-3%,-9
